Assay outcomes as filed in PubChem.
UBC9 SUMO inh = blocks human SUMOylation mediated by UBC9 | HTRF SUMOylation assay, SAE1/SAE2 + UBC9, in vitro | inhibition, % at 35 µM | actives 0.36% (n = 290,000); in the data active = inhibition above about 50%, passing the limit was not always enough; also: strong numbers were not always called active
IDE act = IDE (human) activation, cell-based; activation, % at 5.96 µM; HEK cells, FAbeta-B cleavage, fluorescence polarization; 0% vehicle, 100% cell-free pure enzyme wells; P14735; actives 0.073% (n = 340,000);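 active = activation above the mean of all tested compounds plus 3 SD, set per screening campaign, cut at about 17% in these data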
pCIP destab = compounds decreasing mouse p/CIP protein stability | Q05BA5 | F442A p/CIP-EGFP cells, EGFP fluorescence, 16 h | decrease of EGFP signal, % at 10 µM | actives 0.01% (n = 290,000) | AID 1984;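 active = EGFP signal decrease of at least 30% at 10 µM or well 3 SD below plate mean, unless failing retest; inactive = the rest, including hits failing retest or dose response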; also: some compounds called inactive have numbers as strong as hits; many of its hits are not listed in these tables
Target sequence (Q05BA5 1-1403): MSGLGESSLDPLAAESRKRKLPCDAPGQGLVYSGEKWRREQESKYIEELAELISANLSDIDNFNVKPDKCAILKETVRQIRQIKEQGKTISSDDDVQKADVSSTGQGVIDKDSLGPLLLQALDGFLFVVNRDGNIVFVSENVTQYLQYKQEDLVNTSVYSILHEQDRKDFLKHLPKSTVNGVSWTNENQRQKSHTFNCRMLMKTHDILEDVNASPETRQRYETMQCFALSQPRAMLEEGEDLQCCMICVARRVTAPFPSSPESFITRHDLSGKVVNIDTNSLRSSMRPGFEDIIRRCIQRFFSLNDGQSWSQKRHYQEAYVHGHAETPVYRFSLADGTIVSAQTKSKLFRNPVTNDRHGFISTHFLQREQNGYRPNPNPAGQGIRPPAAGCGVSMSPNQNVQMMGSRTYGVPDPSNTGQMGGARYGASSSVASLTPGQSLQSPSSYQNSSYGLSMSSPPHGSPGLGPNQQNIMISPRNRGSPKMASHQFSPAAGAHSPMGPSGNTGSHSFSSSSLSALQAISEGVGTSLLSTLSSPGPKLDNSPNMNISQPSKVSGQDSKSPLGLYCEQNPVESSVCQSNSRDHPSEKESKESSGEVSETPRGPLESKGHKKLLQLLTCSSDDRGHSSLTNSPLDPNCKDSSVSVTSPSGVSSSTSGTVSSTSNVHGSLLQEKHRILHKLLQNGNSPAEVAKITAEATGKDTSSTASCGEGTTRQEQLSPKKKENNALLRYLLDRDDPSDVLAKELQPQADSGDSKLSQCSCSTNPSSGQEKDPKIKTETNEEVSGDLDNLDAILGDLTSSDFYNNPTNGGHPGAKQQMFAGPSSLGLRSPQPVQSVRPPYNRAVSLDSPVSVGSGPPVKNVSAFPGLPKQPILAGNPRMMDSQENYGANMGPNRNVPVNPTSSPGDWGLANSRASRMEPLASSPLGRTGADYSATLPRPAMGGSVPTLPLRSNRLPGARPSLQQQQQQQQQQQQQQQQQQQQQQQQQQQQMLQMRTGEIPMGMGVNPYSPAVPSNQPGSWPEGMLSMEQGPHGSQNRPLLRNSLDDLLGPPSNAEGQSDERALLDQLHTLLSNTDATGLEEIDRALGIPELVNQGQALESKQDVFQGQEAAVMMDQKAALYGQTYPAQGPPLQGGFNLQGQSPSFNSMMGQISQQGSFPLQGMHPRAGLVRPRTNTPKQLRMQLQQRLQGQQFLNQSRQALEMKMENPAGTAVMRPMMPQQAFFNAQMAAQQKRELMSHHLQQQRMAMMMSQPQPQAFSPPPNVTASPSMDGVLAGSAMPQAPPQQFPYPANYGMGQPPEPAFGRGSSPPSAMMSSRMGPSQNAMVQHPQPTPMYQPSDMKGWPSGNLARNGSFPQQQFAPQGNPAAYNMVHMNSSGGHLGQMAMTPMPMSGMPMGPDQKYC
VIM-2 inh = blocks Pseudomonas aeruginosa VIM-2 metallo-beta-lactamase; inhibition, % at 5.6 µM; actives 0.89% (n = 290,000); AID 1527; purified VIM-2, nitrocefin hydrolysis, epi-absorbance fluorescence;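 active = inhibition above the mean of all tested compounds plus 3 SD, cutoff set per screening run, cut at about 7.5% in these data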;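 also: red hydrolysis product quenches plate fluorescence so inhibitors raise well fluorescence; 0% = enzyme with DMSO and 100% = DMSO without enzyme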
HCV NS3 hel inh = HCV NS3 helicase inhibition | NS3 helicase DNA unwinding, Cy5 molecular beacon fluorescence | actives 0.56% (n = 290,000) | inhibition, % at 10.9 µM;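 active = inhibition above the mean of all tested compounds plus 3 SD, set per campaign, cut at about 35% in these data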;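 also: 0% = DMSO wells and 100% = thioflavine S control wells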
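System: Hepatitis C virus NS3 helicase domain fragment enzyme | Reagent: Annealed dual-labelled DNA beacon duplex, ATP-started | Compound dosing: 10.9 µM single point, 0.8% DMSO | Incubation: 1 h reaction at 25 °C, ATP-initiated | Technique: Cy5 fluorescence | Evaluation: Percent inhibition from t60/t0 fluorescence ratio | Benchmarks: Low DMSO, high thioflavine S at 110 µM | Replication: Singlicate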
IDE cell inh = inhibits human insulin-degrading enzyme in HEK cells | P14735 | FAbetaB cleavage, fluorescence polarization | inhibition, % at 5.59 µM | actives 0.41% (n = 320,000);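 active = percent inhibition above the average of all tested compounds plus 3 SD, set per screening campaign, cut at about 16% in these data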;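 also: IDE supplied by intact live HEK cells; FP after avidin binding of uncleaved biotin substrate so inhibition keeps polarization high; 0% = DMSO wells and 100% = 60 µM reference IDE inhibitor Ii1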
IMP-1 inhibitor = inhibitors of Pseudomonas aeruginosa IMP-1 metallo-beta-lactamase. purified IMP-1, nitrocefin hydrolysis, epi-absorbance fluorescence. inhibition, % at 5.6 µM. actives 0.45% (n = 290,000);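 active = inhibition above the mean plus 3 SD of all compounds in the same screening run, cut at about 4.5% in these data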;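 also: 0% = IMP-1 with DMSO and 100% = DMSO wells lacking enzyme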
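System: Purified IMP-1 | Read-out basis: Percent enzyme inhibition | Controls: IMP-1 with DMSO as 0%, enzyme-free DMSO as 100% | Replicates: One well per compound | Doses: 5.6 µM nominal single concentration | Detection: Epi-absorbance fluorescence, 480 nm excitation, 530 nm emission | Incubation: 25 °C, 15 min preincubation, 25 min reaction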
GalR3 antagonist = blocks the human galanin receptor 3; O60755; HEK293 GalR3-CNG cAMP membrane potential fluorescence; galR3 body fused to GalR1 C-terminus; inhibition, % at 3 µM; actives 0.44% (n = 360,000); AID 651719;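 active = inhibition above the screen-wide average plus 3 SD, cut at about 13% in these data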;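 also: forskolin and galanin both at EC90 stimulate the cells; cAMP rise reported by CNG channel membrane potential dye signal; 0% = forskolin plus galanin with DMSO and 100% = forskolin alone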
CRFR2-BP antag = CRF-BP/CRF-R2 complex antagonism; HEK293 CRF-R2/CRF-BP, CRF-induced calcium fluorescence; inhibition, % at 11.8 µM; actives 0.59% (n = 350,000); AID 588475;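 active = inhibition of the ligand-induced calcium signal above about 50% at the single tested concentration, limit read from the data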
Active calls of the source: *; · = no result given.

UBC9 SUMO inh	IDE act	pCIP destab	VIM-2 inh	HCV NS3 hel inh	SMILES	IDE cell inh	IMP-1 inhibitor	GalR3 antagonist	CRFR2-BP antag
-7	4	-1	-3.0	3	Cc1cccc(C)c1-n1nnnc1SCSc1nnnn1-c1c(C)cccc1C	-5	-2.6	-4	24
15	6	2	-3.4	-2	COc1ccc(N2C(=O)c3ccccc3NC2c2ccc(OC)c(COc3ccccn3)c2)cc1 (stereo not given)	-6	-4.4	3	-6
24	·	5	2.6	-8	CCCCNC(=O)C(C#N)c1nc2ccccc2nc1N1CCCC1 (stereo not given)	·	-1.9	·	·
5	3	-9	-1.4	0	O=C(NC(=S)Nc1ccccc1)C1CCCCC1	-7	1.6	1	-17
·	5	·	·	·	COc1ccccc1C(=O)CN1C(=O)NC2(CCCc3ccccc32)C1=O (stereo not given)	8	·	-3	-19
17	7	2	-0.1	3	O=C1C2CCCN2C(=S)N1c1ccccc1 (stereo not given)	·	-1.6	-10	7
-1	·	-4	-1.4	-7	CCOC(=O)C1=C(C)N(CCCCCC(=O)O)C(=O)NC1c1ccccc1OC(=O)c1cccs1 (stereo not given)	-2	-0.9	-4	-11
20	3	4	3.4	-3	Cn1c(-c2ccc(Br)o2)nc2ccccc21	1	0.6	1	23
-9	4	-21	-0.6	0	CCCC(=O)Nc1ccc2c(c1)c1ccccc1n2CC	-2	-3.0	-5	-16
10	4	-27	0.8	1	O=C(Cn1cnc2c(nnn2Cc2ccc(Cl)cc2)c1=O)NC1CCCC1	-1	-2.2	-6	9
-8	4	-2	-2.0	-1	Cc1ccc(NS(=O)(=O)c2ccc(OCC(N)=O)cc2)cc1	8	-0.7	-3	19
6	2	2	-1.2	26	COCCCNC(=O)CSc1nc2cc(C(=O)NCCOC)ccc2c(=O)n1Cc1ccc2c(c1)OCO2	2	-3.2	-12	6
4	3	-2	-2.2	10	CCOC(=O)c1[nH]c(C)c(C(=O)NCc2ccco2)c1C	6	-3.4	-1	4
2	-2	-13	-1.9	-3	O=C(CCN1CCOCC1)NC12CC3CC(CC(C3)C1)C2	4	-3.5	-12	8
11	1	-3	·	·	O=C(NCc1cccs1)C1CCN(S(=O)(=O)c2cccc3cccnc23)CC1	-3	·	0	-9
6	5	-9	-3.0	0	O=c1cnnc(SCCc2ccccc2)[nH]1	1	-3.5	-5	3
14	·	-10	-2.7	-6	O=C(O)c1cccc(NCc2ccncc2)c1	0	-6.0	-1	·
0	7	-7	-2.4	0	Cc1nn(-c2ccccc2)c(C)c1NC(=O)COc1ccc2ccccc2c1	2	-2.6	-2	-27
0	3	-3	-1.5	-8	COc1cccc(N=C2C(=O)N3CCCc4cccc2c43)c1	1	-5.4	-3	-2
-11	-2	-9	-2.4	-13	COC(=O)c1ccc(OCC(=O)Nc2ccsc2C(=O)OC)cc1	-1	-2.7	-2	1
14	0	-15	-0.7	-3	CCOc1ccc(N(CC(=O)NCC2CCCO2)C(=O)CCC(=O)Nc2nccs2)cc1 (stereo not given)	-1	-1.3	-1	52*
2	7	-2	-2.7	4	O=C(O)CN(Cc1ccco1)S(=O)(=O)c1ccccc1	-2	-3.1	2	7
·	8	·	·	·	C=CC(COCc1ccccc1)N(CC(=O)OC)S(=O)(=O)c1cc(Br)ccc1OC (stereo not given)	-3	·	-7	1
16	-5	8	-1.8	-1	O=C(Nc1ccc2nn(-c3ccc(F)cc3)nc2c1)c1cccnc1	2	-1.3	0	-8
26	4	-16	4.0	-10	COc1ccc2cc(/C=C/C(=O)N3CCN(CC(=O)N4CCCCCC4)CC3)ccc2c1	4	2.0	·	-4
-10	1	5	-1.8	9	O=C(Nc1ccccc1F)Nc1ccccc1N1CCCCC1	0	-1.7	-2	-14
13	1	3	-4.6	-1	Cc1cc(C)cc(N(C(=O)c2sc(C)nc2C)C(C(=O)NC(C)(C)C)c2ccncc2)c1 (stereo not given)	5	-4.2	0	12
0	-3	-1	-2.4	0	O=C(CCN1C(=O)C2C3CCC(C3)C2C1=O)Nc1ccccc1Cl (stereo not given)	0	-1.0	-3	1
5	4	-14	-0.8	-3	Cc1nn(Cc2cccc(C(=O)N3N=C(C(F)F)CC3(O)C(F)F)c2)c(C)c1[N+](=O)[O-] (stereo not given)	1	-3.5	-6	5
-3	-2	-6	-2.6	-21	CCN(CC)CCNC(C(=O)Nc1cc(C(F)(F)F)ccc1Cl)c1ccccc1 (stereo not given)	-1	-2.5	5	-23
·	5	·	·	·	Cc1cc(C)c(NC(=O)COC(=O)Cc2cccs2)c(C)c1	6	·	0	18
-4	7	4	-0.5	1	COC(=O)c1sccc1NC(=O)c1cc2c(s1)CCCC2	1	0.7	-1	-1
12	-4	-10	0.4	-7	O=C(C[n+]1cccc2ccccc21)c1ccccc1	3	-2.5	8	-4
2	1	-2	2.3	3	CCNC(=O)c1cccc(S(=O)(=O)N2CCCCCC2)c1	7	0.4	-4	-18
-19	5	1	-2.0	1	C=CCNC(=S)N/N=C/c1cn(-c2ccccc2)nc1-c1ccc(OC)cc1	4	2.8	-1	-14
22	-7	-9	-0.7	0	O=C(Cn1nnc(-c2ccc3c(c2)OCO3)n1)Nc1ccccc1C(=O)O	-2	-1.5	0	19
·	1	·	·	·	O=C(NOCc1ccccc1)c1ccc([N+](=O)[O-])cc1	-6	·	-3	-2
2	3	-2	-3.4	17	Cc1ccc(S(=O)(=O)NC2=NCN(Cc3ccccc3)CN2)cc1	-4	-3.6	-5	6
-19	1	12	-3.2	10	O=C(CN1CCN(c2ccccc2O)CC1)Nc1cccnc1Cl	0	-2.9	-8	-8
6	-9	-14	2.1	-2	Cc1csc(=NC(=O)c2ccccc2)n1Cc1ccco1	6	1.5	-5	27

Pulled by structure from the list above, two records:
UBC9 SUMO inh	IDE act	pCIP destab	VIM-2 inh	HCV NS3 hel inh	SMILES	IDE cell inh	IMP-1 inhibitor	GalR3 antagonist	CRFR2-BP antag
0	-3	-1	-2.4	0	O=C(CCN1C(=O)C2C3CCC(C3)C2C1=O)Nc1ccccc1Cl (stereo not given)	0	-1.0	-3	1
·	5	·	·	·	COc1ccccc1C(=O)CN1C(=O)NC2(CCCc3ccccc32)C1=O (stereo not given)	8	·	-3	-19

(next part)
UBC9 SUMO inh	IDE act	pCIP destab	VIM-2 inh	HCV NS3 hel inh	SMILES	IDE cell inh	IMP-1 inhibitor	GalR3 antagonist	CRFR2-BP antag
7	-1	-1	-2.9	1	C=CCc1c(C)nc(-c2ccccc2)nc1N/N=C(\C)c1ccccc1	5	-1.5	0	-55
8	6	-4	0.9	-8	FC(F)(F)c1ccncc1-c1nnc(C2CCCCC2)o1	-1	-1.5	-5	-2
20	3	-1	-2.7	2	CCOC(=O)N1CCN(c2c(N3CCOCC3)c(=O)c2=O)CC1	-1	-2.9	4	8
9	0	-3	-4.2	1	O=C(Nc1cccc(F)c1)C1C2C=CC3(CN(CCCN4CCOCC4)C(=O)C13)O2 (stereo not given)	5	-1.1	·	-29
5	6	8	-0.5	-1	Cc1oc(-c2ccc(Cl)cc2)nc1CS(=O)CC(=O)NC1CCCCCC1 (stereo not given)	-3	-1.4	-8	5
·	1	·	·	·	CC[C@@]1(C(=O)OC)N[C@H](CN(C)C(=O)COc2ccccc2)[C@@H]2C(=O)N(C)C(=O)[C@@H]21	0	·	-6	-6
-1	1	-7	0.0	2	CC(C)C1Nc2ccc(C(=O)NC3CCCCC3)cc2NC1=O (stereo not given)	1	-2.8	·	5
·	3	·	·	·	Cc1ccc(S(=O)(=O)NCCC(=O)NCC(c2ccc(F)cc2)N2CCOCC2)cc1 (stereo not given)	-2	·	-5	7
·	5	·	·	·	O=C(Cn1nnc(-c2ccc(Cl)cc2)n1)N1CCN(C(=O)c2ccco2)CC1	-2	·	-3	2
9	-2	-8	-2.5	0	O=C(NCc1cccc(Cl)c1)c1cc(=O)[nH]c2ccccc12	1	-3.6	11	3
7	1	-13	-2.9	5	CCn1c(SCC(=O)Nc2cc(C)ccc2C)nnc1-c1cnccn1	1	-3.2	-5	3
17	5	-6	-1.0	0	O=S(=O)(c1cccc2nsnc12)N1CCCCC1	5	-2.6	-7	3
3	0	-6	-3.2	-4	CCN(CC)S(=O)(=O)c1cc(Br)c(C)cc1OC	2	-3.6	7	30
·	3	·	·	·	CCOC(=O)c1c2ccccc2[n+]([O-])n1[C@@H](C)C(N)=O	-2	·	-6	2
·	5	·	·	·	COc1ccc(C(=O)NNC(=O)C(NC(=O)c2cc(OC)cc(OC)c2)C(C)C)cc1 (stereo not given)	0	·	-5	-9
-9	2	-3	-3.0	-4	CCOc1ccc2nc(SCc3ccc(C(=O)OC)o3)[nH]c2c1	2	-3.6	-3	29
2	1	-5	-2.8	6	Fc1cnc(N2CCOCC2)nc1NCc1ccccc1	-5	-3.1	-4	-7
-1	2	-14	-3.3	26	COc1ccc(C(C(=O)NCC2CCCO2)N(Cc2cccs2)C(=O)c2snc(C(N)=O)c2N)cc1 (stereo not given)	9	-1.0	6	-7
·	-1	·	·	·	COc1cc(OC)cc(-c2c(-c3cccs3)c3cc(-c4cnc(N)nc4)ccc3n2C)c1	6	·	-1	6
-18	3	-2	1.0	5	Cc1[nH]c2ccccc2c1C(=O)CSc1nc2cc(S(=O)(=O)N3CCCCC3)ccc2o1	-2	-2.3	-2	-17
17	-1	-2	-1.7	-10	O=c1c2cc(-c3ccccc3)sc2ncn1/N=C/c1ccco1	-1	-1.1	1	15
·	0	·	·	·	CN(Cc1ccc(Cl)cc1Cl)C(=O)CCNC(=O)c1ccco1	-4	·	-2	5
-8	2	-4	-1.2	-2	CCOc1ccc(N(CC(=O)NC2CCCCC2C)S(=O)(=O)c2c(C)noc2C)cc1 (stereo not given)	6	-1.9	-9	-18
